AMA1-RON2 inh – qHTS for Inhibitors of AMA1-RON; Towards Development of Antimalarial Drug Lead: Primary Screen | 360,000 tested, 0.2% active | Potency, µM (doses to about 58.2 µM), for inactives: top-dose activity change, negative = inhibition, hits mostly inhibitors | AlphaScreen AMA1-biotinylated RON2 peptide binding | Plasmodium falciparum AMA1 (3D7) - RON2 peptide interaction;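 also: potency is read from the fitted curve at half-maximal effect; 0% = vehicle wells and -100% = peptide control; nearly all actives have a fitted effect of over 45% in size; some results filed as inactive show a strong effect at the top dose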
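AMA1 (3D7) with his tag at 25 nM final met compounds first, then biotinylated RON2 peptide at 25 nM; detection used donor plus acceptor beads, 10 µg/mL apiece, read by AlphaScreen after 30 min at room temperature.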
Sm TGR block – qHTS Assay for the Inhibitors of Schistosoma Mansoni Peroxiredoxins | Potency, µM (highest dose often 114 µM), without a hit: top-dose activity change, negative = inhibition, usual class: inhibitors | purified TGR, DTNB reduction, TNB absorbance 405 nm | 360,000 tested, 3% active | Schistosoma mansoni thioredoxin glutathione reductase (TGR), Q962Y6 | AID 485364, 2010; also: potency is read from the fitted curve at half-maximal effect; nearly all actives have a fitted effect of over 60% in size
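TGR 20 nM + NADPH 100 uM (dispensed conc.), cpd preinc 15 min RT; start with NADPH (500 uM addition) then DTNB (15 mM addition). Kinetic TNB absorbance, 405 nm filter. Four-parameter Hill fit across titration.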
Tb PYK inh – qHTS of Trypanosoma Brucei Inhibitors. TbPYK enzyme, Kinase-Glo Plus ATP luminescence, 45 min. Potency, µM (series often up to 76.8 µM), inactives show at the top dose activity, negative = inhibition, hits mostly inhibitors. 410,000 tested, 0.12% active; also: potency is read from the fitted curve at half-maximal effect; nearly all actives have a fitted effect of over 50% in size
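T. brucei PYK with substrate was exposed to pin-transferred compounds across a concentration series, then started with 130 uM ADP (final). After 45 min at room temperature, Kinase-Glo Plus luminescence was read, normalized and curve-fitted.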
AmpC inh no detg – qHTS Inhibitors of AmpC Beta-Lactamase (assay without detergent); P00811; AmpC nitrocefin hydrolysis, absorbance 480 nm, 0.0001% Triton; Potency, µM (doses to about 57.1 µM), inactives show at the highest dose activity change, negative = inhibition, actives largely listed as inhibitors; 330,000 tested, 0.52% active; AID 485341, 2010;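 also: potency is read from the fitted curve at half-maximal effect; plate controls were no compound for no effect and no enzyme for full effect; nearly all actives have a fitted effect of over 20% in size; some results filed as inactive show a strong effect at the top dose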
Target sequence (P00811 whole entry, looked up): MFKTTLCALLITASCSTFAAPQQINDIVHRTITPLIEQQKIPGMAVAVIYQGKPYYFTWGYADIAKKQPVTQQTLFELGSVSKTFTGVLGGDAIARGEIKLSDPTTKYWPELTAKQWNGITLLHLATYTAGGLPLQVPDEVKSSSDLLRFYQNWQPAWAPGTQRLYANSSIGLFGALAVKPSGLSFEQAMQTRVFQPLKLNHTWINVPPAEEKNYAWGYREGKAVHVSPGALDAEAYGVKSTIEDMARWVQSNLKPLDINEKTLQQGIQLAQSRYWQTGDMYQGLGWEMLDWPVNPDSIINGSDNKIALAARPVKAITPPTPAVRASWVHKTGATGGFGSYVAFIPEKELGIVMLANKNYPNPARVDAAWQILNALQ
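20 mM phosphate pH 7.0 + 0.01% (detergent screen) or 0.0001% Triton X-100; 5.3 nM AmpC reagent; cpd preinc 15 min RT; nitrocefin (800 uM stock) to start; A480 q20 s × 4 min; Activity was normalised to no-enzyme and no-compound control wells.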
HCMV inh – qHTS Assay for inhibitors of the human cytomegalovirus (HCMV); 410,000 tested, 4.5% active; HFF cells, HCMV-luciferase reporter, 72 h; hits give low values; activity change, negative = inhibition, % at 57.5 µM; in the data active = activity change below about -60%; inconclusive = no clear call, values can overlap the other calls; inactive = above about -39%
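Two compound doses tested in HFFs infected with HCMV-luciferase, MOI 1 PFU/cell, 72 h at 37C. Lysate luminescence read with OneGlo; data normalized against buffer-only and 10uM Salinomycin inhibitor controls.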
LmPK inhibitor – qHTS Assay for Inhibitors of Leishmania Mexicana Pyruvate Kinase (LmPK) | Q27686 | purified LmPK, Kinase-Glo ATP luminescence, 1 h | Potency, µM (doses to about 57.5 µM), for the others: top-dose activity change, negative = inhibition, usual class: inhibitors | 290,000 tested, 0.37% active; also: potency is read from the fitted curve at half-maximal effect
Target sequence (Q27686 whole entry, looked up): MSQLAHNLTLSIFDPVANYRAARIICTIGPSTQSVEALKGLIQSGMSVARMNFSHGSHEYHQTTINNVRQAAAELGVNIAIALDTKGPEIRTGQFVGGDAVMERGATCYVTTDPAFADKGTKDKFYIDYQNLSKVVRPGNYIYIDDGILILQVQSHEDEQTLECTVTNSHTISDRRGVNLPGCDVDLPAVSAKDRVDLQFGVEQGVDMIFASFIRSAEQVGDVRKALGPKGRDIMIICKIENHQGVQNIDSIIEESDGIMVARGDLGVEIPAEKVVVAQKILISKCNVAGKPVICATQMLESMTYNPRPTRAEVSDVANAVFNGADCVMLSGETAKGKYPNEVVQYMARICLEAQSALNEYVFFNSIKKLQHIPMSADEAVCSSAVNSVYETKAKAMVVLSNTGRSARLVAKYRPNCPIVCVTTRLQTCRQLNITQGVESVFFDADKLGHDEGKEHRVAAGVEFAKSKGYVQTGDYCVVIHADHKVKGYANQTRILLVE
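Kinase-Glo luminescence read after 1 h RT reaction of 0.1 nM LmPK with 0.5 mM PEP and 0.1 mM ADP. Activity scaled between uninhibited and enzyme-free controls.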
AmpC inh detg – qHTS Inhibitors of AmpC Beta-Lactamase (assay with detergent). P00811. AID 485294, 2010. AmpC hydrolysis of nitrocefin, absorbance 480 nm, 0.01% Triton. Potency, µM (doses to about 114 µM), without a hit: at the highest dose activity change, negative = inhibition, usual class: inhibitors. 370,000 tested, 0.041% active;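 also: potency is read from the fitted curve at half-maximal effect; 0% = no-compound wells and -100% = no-enzyme wells; nearly all actives have a fitted effect of over 25% in size; some results filed as inactive show a strong effect at the top dose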
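AmpC (5.3 nM in the dispensed reagent) in 20 mM phosphate pH 7.0 with 0.01% (detergent screen) or 0.0001% Triton X-100 was preincubated with compounds for 15 min at room temperature. Nitrocefin was then added from an 800 uM solution, and hydrolysis was followed at 480 nm.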
Numbers without * were called inactive; ? = inconclusive; . = not tested or not shown; [ ] = dose if it differs, or a comment. Unless noted, calls follow the shape of the dose curve; as a rule, active = well fitted curve in the direction sought with a large enough effect; inconclusive = small, poorly fitted or top-dose-only effect, or another doubt; inactive = no such curve, though single readings can be large; an effect the other way counts as inactive or inconclusive. Unless noted, % is scaled to controls: 0 for no effect and ±100 for the full control effect.

cpd	SMILES	AMA1-RON2 inh	Sm TGR block	Tb PYK inh	AmpC inh no detg	HCMV inh	LmPK inhibitor	AmpC inh detg
1	O=C(NCCO)C(=O)NCC1OCCCN1S(=O)(=O)c1ccc2c(c1)OCCO2 (stereo not given)	8%	4%	0%	7%	21	2%	0%
2	COc1ccc(C(=O)/C=C/c2ccccc2C(F)(F)F)cc1	-1%	3%	1%	-17%	-35	2%	3%
3	CC(OC(=O)CC(C)c1ccccc1)C(=O)Nc1ccc(Cl)cn1 (stereo not given)	0%	6%	-5%	-16%	-2	.	0%
4	CC(C)NC(=O)/C=C/C(=O)O	-1%	-3%	2%	-23%	-17	-2%	-6%
5	COc1ccc(N2C(=O)CC(NCC#N)C2=O)cc1 (stereo not given)	0%	14µM*	-8%	-18%	31	3%	-3%
6	Cc1ccc(NC(=O)c2cc(NC(=O)/C=C\C(=O)O)ccc2N2CCCCC2)cc1	-3%	-5%	6%	-23%	-23	-7%	2%
7	CCOC(=O)c1c(NC2OC(=O)c3c2ccc(OC)c3OC)sc(C(=O)OC(C)(C)C)c1C (stereo not given)	8%	-5%	-9%	-16%	20	3%	-13%
8	CCOc1ccc(/C=N/NC(=S)NC2CC3C=CC2C3)cc1 (stereo not given)	87%[activator]	-9%	-1%	-52%	?	3%	-2%
9	Cc1ccnc(NC(=O)c2cccc(S(=O)(=O)N3CCOCC3)c2)c1	-12%	-3%	-7%	?	17	.	?
10	Cn1c(NC(=O)c2ccccc2)cc(=O)n(C)c1=O	-3%	-12%	3%	2%	-18	-1%	-3%
11	CCN(CC)c1ccc(NC(=O)c2cccc(OC)c2)c(C)c1	-16%	-10%	-16%	-43%	0	-13%	-5%
12	CC1(C(=O)NS(=O)(=O)c2ccccc2Cl)CCN1C(=O)CCC1CCCC1 (stereo not given)	0%	.	14%	.	-9	.	.
13	Cc1cccc(NC(=O)CN(C)C(=O)C2CCCC2)c1C	-1%	-9%	2%	-10%	8	.	-2%
14	CC(=O)Nc1ccc(C(=O)N/N=C/c2ccccc2OCc2ccccc2)cc1	-9%	9%	1%	3%	-36	6%	-5%
15	COCCn1c(=N)c(C(=O)NCCc2ccc(OC)cc2)cc2c(=O)n3cccc(C)c3nc21	-3%	-12%	3%	-18%	29	2%	-17%
16	COC(=O)c1ccc(NC(=O)c2cc(S(=O)(=O)N3CCc4ccccc43)cn2C)cc1	.	-19%	-1%	.	-15	.	25%
17	CC(NC(=O)C1CCN(S(=O)(=O)c2ccc3c(c2)NC(=O)CO3)CC1)c1ccccc1 (stereo not given)	9%	-5%	-11%	-4%	-8	-5%	-8%
18	CSc1cc(C)n(-c2ccc(Cl)cc2)c(=S)c1C(C)=O	-2%	4%	7%	-9%	-3	0%	1%
19	CCOC(=O)C1CCCN(C(=O)c2cc(=O)c3ccccc3o2)C1 (stereo not given)	-12%	-1%	2%	-10%	-6	6%	5%
20	C[C@@H]1CN([C@H](C)CO)C(=O)Cc2cc(NC(=O)Cn3cnnn3)ccc2O[C@@H]1CN(C)Cc1ccc(Cl)c(Cl)c1	2%	.	5%	208%[activator]	0	.	.
21	Cc1cc(C)c2oc(C(=O)N(Cc3cccs3)C3CCS(=O)(=O)C3)cc(=O)c2c1 (stereo not given)	9%	6%	-23%	90%[activator]	15	0%	-4%
22	COc1cccc(C(=O)NCC(=O)OCC(=O)Nc2ncc(Cl)cc2Cl)c1	-13%	-9%	-8%	-34%	43	2%	-6%
23	Cc1cccc(OCC(=O)Nc2ccccc2N2CCN(C(=O)C(C)C)CC2)c1C	-3%	2%	-1%	-5%	13	-1%	-1%
24	Cc1ccc(NC(=O)c2cc3ccccc3o2)cc1S(=O)(=O)N(C)C	-10%	-13%	3%	-14%	12	1%	1%
25	Cc1sc(C2C(C#N)=C(N)N(c3cccc(Cl)c3)C3=C2C(=O)CCC3)cc1CN1CCOCC1 (stereo not given)	.	?	-3%	.	-22	.	-1%
26	COC(=O)c1ccccc1NC(=O)CN1C(=O)C2CCCN2c2ncc(Cl)cc21 (stereo not given)	.	?	.	-16%	.	3%	-7%
27	COc1ccc(NC(=O)C2(c3ccc(NC(=O)c4ccc(OC)c(OC)c4)cc3)CCCC2)cc1	-2%	-2%	2%	-13%	-11	1%	-3%
28	O=c1c(-c2ccccc2)cnc2n1CCS2	-4%	-3%	2%	-14%	76	1%	-11%
29	Cc1cn(C2CCCCC2)c(=O)n(-c2ccccc2)c1=O	-4%	.	2%	.	9	.	.
30	Cc1cccc(N2CCN(C(=O)CN3CCSc4ccccc43)CC2C)c1 (stereo not given)	.	-6%	-8%	.	-6	.	-3%
31	COc1ccc(S(=O)(=O)N2CCOCC2)cc1NC(=O)CN1C(=O)CN(C)C1=O	-2%	.	-1%	-13%	-4	.	.
32	O=C(NCCCn1cccn1)c1cc(COc2ccc(F)cc2Cl)on1	1%	-1%	-7%	25%	1	-2%	-2%
33	O=S(=O)(NC1CCCCC1)c1ccc(Br)s1	35%[activator]	4%	2%	-35%	-9	0%	1%
34	C=CCn1c(COc2ccccc2)nnc1SCC(=O)Nc1ccc2c(c1)OCCO2	-6%	14%	-8%	0%	9	7%	4%
35	Cc1cccc(C)c1OCC(=O)N/N=C/c1ccc2c(c1)OCO2	1%	13%	-6%	-20%	18	-1%	0%
36	O=c1[nH][nH]c(=O)c2nc(Nc3ccccc3)ncc12	34%[activator]	.	8%	.	-27	.	.
37	COC(=O)c1c(-c2ccncc2)csc1NC(=O)c1ccoc1C	-4%	-10%	-3%	?	73	3%	6%
38	Cc1cccc(C(=O)Nc2ccc(C(=O)N/N=C/c3ccc(C)o3)cc2)c1	1%	?	-5%	-44%	-28	-3%	9%
39	Cc1[nH]n2cnnc2c(=O)c1Br	-4%	2%	1%	-14%	-21	-8%	3%
40	CC(=O)c1ccc(NC(=O)CSc2nccn2Cc2ccc3c(c2)OCO3)cc1	.	1%	2%	.	38	.	-11%

Some of these compounds in order of molar mass, ascending:
cpd	SMILES	AMA1-RON2 inh	Sm TGR block	Tb PYK inh	AmpC inh no detg	HCMV inh	LmPK inhibitor	AmpC inh detg
39	Cc1[nH]n2cnnc2c(=O)c1Br	-4%	2%	1%	-14%	-21	-8%	3%
29	Cc1cn(C2CCCCC2)c(=O)n(-c2ccccc2)c1=O	-4%	.	2%	.	9	.	.
26	COC(=O)c1ccccc1NC(=O)CN1C(=O)C2CCCN2c2ncc(Cl)cc21 (stereo not given)	.	?	.	-16%	.	3%	-7%
31	COc1ccc(S(=O)(=O)N2CCOCC2)cc1NC(=O)CN1C(=O)CN(C)C1=O	-2%	.	-1%	-13%	-4	.	.
21	Cc1cc(C)c2oc(C(=O)N(Cc3cccs3)C3CCS(=O)(=O)C3)cc(=O)c2c1 (stereo not given)	9%	6%	-23%	90%[activator]	15	0%	-4%
34	C=CCn1c(COc2ccccc2)nnc1SCC(=O)Nc1ccc2c(c1)OCCO2	-6%	14%	-8%	0%	9	7%	4%
27	COc1ccc(NC(=O)C2(c3ccc(NC(=O)c4ccc(OC)c(OC)c4)cc3)CCCC2)cc1	-2%	-2%	2%	-13%	-11	1%	-3%

Back to the main list, starting two compounds before the break.
cpd	SMILES	AMA1-RON2 inh	Sm TGR block	Tb PYK inh	AmpC inh no detg	HCMV inh	LmPK inhibitor	AmpC inh detg
39	Cc1[nH]n2cnnc2c(=O)c1Br	-4%	2%	1%	-14%	-21	-8%	3%
40	CC(=O)c1ccc(NC(=O)CSc2nccn2Cc2ccc3c(c2)OCO3)cc1	.	1%	2%	.	38	.	-11%
41	O=C(NCc1cccs1)C1CCCN1C(=O)Nc1ccc(F)cc1 (stereo not given)	5%	0%	2%	-8%	-29	2%	-14%
42	COc1ccc(C)cc1NC(=O)C(=O)NCCc1sc(-c2ccc(Cl)cc2)nc1C	.	0%	-5%	.	22	.	-6%
43	C=CCN1C(c2ccc(Br)cc2)=CS/C1=C(/C#N)c1nnc(N2CCOCC2)n1-c1ccccc1	23%	-5%	3%	94%[activator]	-80*	-1%	-1%
44	Fc1ccccc1N=C1NN=C(c2ccccc2)CS1	?	0%	-2%	-36%	-98*	-3%	5%
45	Cc1cccc(NC(=O)C2CCN(S(=O)(=O)c3c(C)noc3/C=C/c3ccco3)CC2)c1	.	?	4%	.	-40	.	-3%
46	CCOC(=O)C1CSC2(CCC(c3ccccc3)CC2)N1 (stereo not given)	-17%	2%	1%	-1%	35	1%	-14%
47	CCC(=O)N1CCc2cc(S(=O)(=O)NC(CC(C)C)C(=O)NCCc3cccc(C)c3)ccc21 (stereo not given)	.	0%	-8%	.	-11	.	1%
48	O=C(CSc1nccn1Cc1ccccc1)NCc1ccc(F)cc1	.	7%	-5%	.	9	.	20%
49	Cc1nn(-c2ccc([N+](=O)[O-])cc2)c2c1C(c1cccc(Br)c1)N1C(=N2)C(=O)Nc2ccccc21 (stereo not given)	-3%	-9%	32%[activator]	-54%	?	-1%	?
50	CCOC(=O)c1cnn(-c2cc(C)nc3c(-c4ccc(Cl)cc4)c(C)nn23)c1N	.	-1%	.	-2%	.	4%	-12%
51	Cc1ccccc1NS(=O)(=O)c1nnc(NC(=O)CC(C)C)s1	13%	9%	-7%	-1%	5	2%	-14%
52	Cc1cc(C)nc(NS(=O)(=O)c2ccc(N/C=C/C(=O)c3ccc(Cl)c(Cl)c3)cc2)n1	10%[11.6 µM]	1%	2%	-21%	19	1%	-4%
53	O=C1C=C(c2ccc3ncccc3c2)C[C@@H](c2ccc(Cl)cc2)C1	-22%	-3%	-4%	33%	12	.	0%
54	COc1ccc(CN(CCC(c2ccccc2)C2CCOC(C)(C)C2)C(C)=O)cc1 (stereo not given)	-4%	-2%	-5%	290%[activator]	21	1%	-3%
55	CC(C)(C)Cc1c(-c2ccc(Br)cc2)nc2ccc(Br)cn12	11%	.	3%	.	?	.	.
